Cneo AK release: Cryptococcus neoformans cell lysis inducers, primary screen, AK release luminescence, single concentration. C. neoformans lysis, adenylate kinase release luminescence, 4 h; normalised: neutral wells 0, clomiphene wells 100. lysis activity, % at 15 µM. 360,000 compounds, 0.2% hits;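 active = mean lysis activity across replicates of at least 80%, whatever share of replicates individually reach that level; inactive = mean lysis activity below 80%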
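Signal: Adenylate kinase release luminescence | Assay system: Log-phase Cryptococcus neoformans yeast cells | Input: Cells at 5 × 10^6 per mL | Buffer or medium: Fresh YPD growth medium | Compound: Single dose | Schedule: Static 4 h at 37 °C with compound, 1 h detection | Controls: Clomiphene | Read-out: Luminescence rise reflecting yeast cell lysis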
EWS-Fli block: EWS/Fli-driven NR0B1 reporter inhibitors, primary screen, A673 cells, NR0B1 luciferase, luminescence, MLPCN library; inhibition, % at 12.6 µM; 350,000 compounds, 0.67% hits; AID 651661, 2012; viability-normalised;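 active = mean inhibition of at least 50% after viability correction, with every replicate also passing that limit; inconclusive = mean reaches 50% but only one of two replicates passes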;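 note: firefly luciferase signal divided by Alamar Blue viability fluorescence both relative to DMSO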
PAX8 inh HTS: inhibitors of PAX8-driven TPO luciferase reporter, primary screen, RMG-I cells, single concentration; 360,000 compounds, 1.2% hits; SteadyGlo, 24 h; inhibition, % at 12.6 µM;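 active = mean replicate inhibition at least 60% with every replicate also reaching 60%; inconclusive = only one of the two criteria is met; inactive = mean below 60% and not all replicates reaching 60%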;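 note: luciferase light reporting Pax8 driven TPO promoter activity; plate controls were median of neutral control wells for no effect and mitoxantrone controls for full effect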
CASP6 VEID inh: human caspase-6 inhibitors, primary screen, biochemical, VEID-R110 fluorescence, single point, set 2. P55212. purified caspase-6, Z-VEID-R110 cleavage fluorescence. inhibition, % at 12.5 µM. 350,000 compounds, 0.53% hits. AID 686996, 2013;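 active = mean inhibition across replicates at least about 35%, with every replicate also reaching that limit, limit read from the data; inconclusive = only one of the two criteria met; inactive = neither criterion met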;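 note: 0% = median of neutral control wells and 100% = no fluorescence left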
Target sequence (P55212 24-179 limits assumed): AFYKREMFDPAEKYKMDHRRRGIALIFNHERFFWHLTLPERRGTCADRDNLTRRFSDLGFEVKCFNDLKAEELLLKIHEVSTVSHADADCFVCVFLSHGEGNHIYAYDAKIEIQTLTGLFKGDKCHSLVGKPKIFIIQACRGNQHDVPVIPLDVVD
Target sequence (P55212 194-293 limits assumed): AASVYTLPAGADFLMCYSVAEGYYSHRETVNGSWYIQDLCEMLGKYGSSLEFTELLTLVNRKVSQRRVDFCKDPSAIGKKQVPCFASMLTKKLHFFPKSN
PGC1a acetyl inh: inhibitors of PGC1a acetylation signal, primary screen, cell-based, U2OS, AlphaScreen, inhibitor mode. AlphaScreen anti-acetyl-lysine; with virally co-expressed GCN5 acetyltransferase. inhibition, % at 15.6 µM. 350,000 compounds, 0.17% hits. AID 651687, 2012;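 active = every replicate shows inhibition of at least 40%; inconclusive = mean inhibition at least 40% but some replicate below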;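 note: 0% = neutral control wells and 100% = positive control wells; some results beyond the cut were filed as inactive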
FN deposition inh: inhibitors of fibronectin matrix deposition, primary screen, AH1F cells, Alexa488-fibronectin fluorescence, plate reader | 350,000 compounds, 0.086% hits | inhibition, % at 12.6 µM | AID 743247, 2014 | AH1F fibroblasts, overnight;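 active = mean inhibition across replicates of 30% or more, regardless of how many single replicates reach that level; inconclusive = mean under 30% yet at least half of replicates reach 30%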;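 note: positive control wells lacked labelled fibronectin entirely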
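Material: AH1F fibroblast monolayer depositing Alexa488-labelled fibronectin into matrix / Amount: 10000 AH1F cells per well / Signal: fluorescence 485/525 nm / Medium: DMEM, 2% serum / Compound: single dose, pinned / Incubation: 1 h cell adhesion before compound, then overnight fibronectin incubation / Reagent: Alexa488-FN, 24 nM final / Read-out: inhibition of fibronectin deposition signal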
miR122 inh: miR-122 Renilla sensor signal increase in Huh7, primary screen, miR-122 inhibitor project, cell-based, single point, plate reader; activation (reporter increase), % at 12.5 µM; AID 602342, 2012; 340,000 compounds, 0.3% hits; Huh7 miR-122 Renilla luciferase sensor, 48 h; neutral wells = 0, positive control = 100;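 active = mean replicate activation score at least 90 and every replicate individually at or above 90; inconclusive = only one of the two criteria met; inactive = neither criterion met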;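 note: higher luciferase means less miR-122 activity so hits act as miR-122 inhibitors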
LGR2 antag: inhibitors of bursicon-induced LGR2 CRE-luciferase signal, primary screen, cell-based, HEK293, CRE-luciferase reporter, bursicon stimulation. Drosophila bursicon receptor LGR2 (rickets). bursicon-stimulated, 4 h. inhibition, % at 9.99 µM. 380,000 compounds, 0.35% hits. AID 720647, 2013;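 active = drop in luminescence signal, shown as inhibition above about 50% in the replicate tests, limit read from the data, passing the limit was not always enough; inconclusive = probably only some replicates passing the limit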;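 note: agonist challenge used bursicon conditioned medium at about half maximal strength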
* marks the source's active call; other numbers are inactive results; ? = inconclusive; · = not tested or not shown; [ ] = another dose, or the depositor's remark.

Below each compound – Cneo AK release	PAX8 inh HTS	PGC1a acetyl inh	CASP6 VEID inh	miR122 inh	LGR2 antag	FN deposition inh	EWS-Fli block
COc1ccc(C2(O)CN(c3ccccc3)C3=[N+]2CCS3)cc1OC (configuration not stated)
→ ·	-6.6	·	-4.4	·	25.2	-1.2	-3.0
CN(C)C(=O)c1cccc(-c2cccc(-c3nc(C(=O)N4CCOCC4)cc4c3[C@@H](CCO)N([S@](=O)C(C)(C)C)C4)c2)c1
→ 1.7	-12.5	3.2	1.5	·	13.3	-6.9	-1.8
Cc1cc(C(=O)NCc2nc(-c3ccccc3)no2)ccc1[N+](=O)[O-]
→ ·	-1.3	7.6	2.4	·	-6.5	7.5	-4.0
COc1cccc(CCc2nnc(CCC(=O)NCCc3cccc(C)n3)o2)c1
→ 5.7	-5.4	0.9	-0.2	-4.2	?	-2.9	-22.6
Cc1ccc([N+](=O)[O-])c(C(=O)Nc2cccnc2Cl)c1
→ -0.6	0.1	-0.4	4.2	-7.7	7.2	-6.0	-1.6
COc1ccc(Cl)cc1NC(=O)CN(C)C(=O)c1cccc(-n2cnnn2)c1
→ -2.7	9.4	-15.4	2.4	2.4	-3.1	-2.6	-3.2
O=C(C1CCCCC1)N1C[C@@H]2[C@H](c3ccccc31)[C@H](CO)N2Cc1ccccc1Cl
→ -3.2	25.1	-25.6	-0.5	-40.0[16.7 µM]	-18.4	·	12.8
CCC(C)[C@H](NC(=O)N1CCN(C)CC1)C(=O)OC (some centres not stated)
→ 0.9	1.4	·	-3.8	-5.3	5.3	-3.0	2.2
CSc1nnnn1-c1c(C)cc(C)cc1C
→ ·	15.2	-5.5	1.0	·	5.6	-11.7	-0.3
CN1CCN(c2ccccc2NC(=O)c2ccccc2F)CC1
→ 6.4	20.9	3.5	-3.9	-3.3	3.7	3.6	3.8
O=c1[nH]c(=S)ccn1C1OC(CO)C(O)C1O (configuration not stated)
→ -0.3	·	-3.6	-1.9	5.8	-18.6	·	-4.7
O=C(c1ccccc1)c1cc([N+](=O)[O-])ccc1N1CCOCC1
→ 1.4	43.2	0.2	·	67.7	20.1	-0.8	·
COc1ccc(/C=C/c2c([N+](=O)[O-])c(=O)n(C)c(=O)n2C)cc1
→ ·	3.0	·	0.9	·	16.5	·	6.9
Oc1c(Br)cc(Br)cc1C=Nc1ccc2c(c1)OCCO2
→ ·	-8.1	·	1.4	·	21.0	-9.6	-13.1
Cc1ccc(S(=O)(=O)N2CCN(Cc3cc4c(cc3Br)OCCO4)CC2)cc1
→ ·	5.3	-24.8	-1.8	·	-8.9	3.0	11.1
COc1cc(CCCN2C(=S)NC[C@@H]2c2ccccc2)cc(OC)c1OC
→ -1.6	11.2	5.8	-0.3	32.5	-26.3	11.3	-5.1
CN(C)C(=O)c1ccc(-c2ccc([C@H]3[C@H](CO)N4C(=O)CN(C(=O)C5CCCC5)C[C@@H]34)cc2)cc1
→ ·	-16.1	-12.8	1.7	·	3.1	0.2	20.3
COc1ccc(N2CCN(CC(O)COc3ccc(F)cc3)CC2)cc1 (configuration not stated)
→ -1.6	11.2	2.9	2.7	-10.4	-6.3	4.1	4.0
COc1ccc(OC)c(N(CC(=O)Nc2cccc3ccccc23)S(C)(=O)=O)c1
→ ·	4.3	·	-1.5	·	-4.9	-6.0	-1.0
Cc1cc(-c2nnc(SCC(=O)Nc3nc(-c4ccc(Cl)cc4)cs3)o2)no1
→ 2.7	-21.2	2.4	1.4	3.1	23.1	-12.9	-18.5
CCOc1ccc(NC(=O)c2c(OC)cccc2OC)cc1
→ ·	9.8	-8.1	-0.4	·	-12.3	-7.8	-8.3
CCN1CCN(C2=C(NS(=O)(=O)c3ccc(Br)cc3)C(=O)c3ccccc3C2=O)CC1
→ -0.3	-3.4	·	68.5*	4.3	-9.4	-35.0	-9.5
O=C(CCCCCCN1C(=O)c2ccccc2C1=O)Nc1nccs1
→ -0.3	·	-5.3	·	-5.9	·	27.4	·
CCN(CCN(C)C)C(=O)c1ccc2c(c1NCCO)C(=O)c1ccccc1C2=O
→ ·	-32.6	1.4	2.9	·	-0.3	-15.4	-15.3
COCCNC(=O)C1CCCN(C(=O)COc2ccc(C(C)(C)C)cc2)CC1 (configuration not stated)
→ -5.0	-30.4	9.9	-0.5	-1.7	-31.1	·	-19.8
C[C@H]1CN([C@@H](C)CO)C(=O)c2cc(C#CC3CC3)cnc2O[C@H]1CN(C)S(=O)(=O)c1cccc(F)c1
→ -10.3	·	-8.8	-0.2	4.2[16.7 µM]	19.6	·	1.2
C/C(=C\C(=O)c1ccc(Br)cc1)Nc1ccc(Cl)cc1
→ 1.0	3.3	·	-1.4	3.7	-7.5	-3.6	-22.1
CC(CCc1ccccc1)NC(=O)CCN1N=C(c2ccccc2)CCC1=O (configuration not stated)
→ -0.7	2.4	-1.9	-1.1	-1.0	-0.1	-1.2	10.2
Cc1ccc(CNC(=O)CN(C)S(=O)(=O)c2cnc[nH]2)cc1
→ -1.9	-3.1	·	·	-3.4	12.7	0.4	·
CSc1ccc(CN(C)C(=O)CNC(=O)c2sc3ccccc3c2Cl)cc1
→ -11.2	-21.0	·	7.6	·	3.0	4.0	·
Cc1ccc(S(=O)(=O)N2CCN(C(=O)Cc3c(F)cccc3Cl)CC2)cc1
→ ·	·	·	6.6	·	4.2	-5.2	6.7
CC(=O)N(C)C[C@@H]1Oc2cc(C#CC3CCCCC3)ccc2S(=O)(=O)N([C@@H](C)CO)C[C@@H]1C
→ -4.9	·	-5.3	2.1	0.4[16.7 µM]	7.9	-4.2	-2.2
CCOC(=O)[C@]12CCCC=C1N(Cc1ccc(Cl)cc1Cl)C(=O)[C@H](CC(=O)N1CCCC1)C2
→ ·	9.8	·	1.7	·	21.0	-0.5	4.3
CC1(CC(=O)O)C(=O)N=C2C=CC=CN21 (configuration not stated)
→ 0.6	·	-5.6	1.6	-28.1	4.8	·	6.8
O=C(NCCc1cccc(Cl)c1)c1cccs1
→ -1.0	-179.9	2.3	-1.7	-4.6	-76.0	·	-98.8
C[C@H](CO)N1C[C@H](C)[C@H](CN(C)CC2CCOCC2)Oc2cc(C#Cc3ccccc3F)ccc2S1(=O)=O
→ -7.9	37.4	-2.8	·	·	9.4	·	3.7
CCc1ccc2nc(SCC(=O)N3CC(=O)Nc4ccccc43)c(C#N)cc2c1
→ -0.4	-20.2	-4.6	·	19.9	·	-4.8	·
CCOC(=O)N1CCN(c2c(NCCN3CCN(Cc4ccccc4)CC3)c(=O)c2=O)CC1
→ -2.0	3.0	6.3	-6.7	-4.6	-19.0	-2.3	-2.7
Cc1cc(OC(=O)c2ccccc2Cl)ccc1N1C(=O)CCC1=O
→ ·	-5.3	·	·	·	-43.2	1.0	-1.2
Cc1cccc(C)c1-n1nnnc1C1(C)CCC(=O)N1C1CC1 (configuration not stated)
→ ·	-33.2	·	-0.7	·	-5.9	-5.9	-5.2
COc1ccc2cc3c(N)nn(C(=O)Cc4ccc(Cl)cc4)c3nc2c1
→ 1.1	-9.2	2.6	-4.9	11.1	·	1.3	-1.4
COc1ccccc1N1CCN(CC(=O)NC(=O)NCc2ccco2)CC1
→ -1.1	34.9	-10.8	-0.1	-5.9	-5.6	4.7	-6.5
COc1ccc(OC)c(NC(=O)C2CC(=O)n3ncnc3N2)c1 (configuration not stated)
→ 0.7	-7.9	10.4	·	-9.9	·	8.4	·
COc1ccc([N+](=O)[O-])cc1NC1CCCCC1
→ -2.1	-7.0	-0.5	·	3.1	·	·	·
CCCC(=O)Nc1nc2ccc(NC(=O)c3c(F)c(F)c(OC)c(F)c3F)cc2s1
→ -8.1	13.4	-7.4	1.8	142.7*	16.7	-9.8	57.7*
Nc1cc(Oc2cccnc2)cc([N+](=O)[O-])c1
→ ·	-20.5	-1.2	-6.4	·	-7.2	·	-12.7
CCOC(=O)C1(CCc2ccccc2)CCN(C(=O)c2cc(C)nc(C)n2)CC1
→ ·	-10.1	-14.2	2.6	-0.9	-11.5	0.2	-6.5
O=C(c1cccc(F)c1)N1CCCCN2[C@@H](CO)[C@H](c3ccc(-c4ccccc4)cc3)[C@@H]2C1
→ -1.2	-6.0	-10.8	0.1	0.7[16.7 µM]	8.7	·	-2.7
CCCN(C)C[C@H]1Oc2cc(C#CC3CCCCC3)ccc2S(=O)(=O)N([C@H](C)CO)C[C@@H]1C
→ ·	·	-16.5	·	5.3[16.7 µM]	-11.9	·	11.9
CC1(C(=O)NC2CCCC2)CCC(=O)N1C1CCN(Cc2ccccc2)CC1 (configuration not stated)
→ 4.9	-0.3	-12.7	-0.3	1.1	-4.0	-2.3	-11.4
COc1cccc(/C=N/Nc2nc3ccccc3n3cnnc23)c1
→ -0.4	-4.3	-5.6	·	-3.4	15.4	-5.6	·
O=C(CCCc1c[nH]c2ccccc12)Nc1ccc(S(=O)(=O)Nc2ncccn2)cc1
→ -1.9	17.6	2.6	-0.4	8.6	6.2	11.8	7.0
O=C(c1ccc(N2CCN(S(=O)(=O)c3ccccc3)CC2)c([N+](=O)[O-])c1)N1CCOCC1
→ ·	-10.5	·	-4.4	·	·	1.7	-1.3
C/C(=N\NC(=O)c1ccc(N/N=C(\C)c2ccncc2)cc1)c1ccncc1
→ ·	-10.1	·	-0.6	·	2.3	·	-1.4
O=C(CN1CCN(c2ccc(F)cc2)CC1)Nc1ccccc1[N+](=O)[O-]
→ ·	-34.1	1.9	-2.1	·	6.4	0.0	-20.1
O=C1NC(c2ccncc2)Nc2ccccc21 (configuration not stated)
→ -2.9	·	46.3	·	-6.2	-14.7	·	·
Cc1noc(C)c1S(=O)(=O)N(C)C[C@H]1Oc2c(NC(=O)C3CC3)cccc2C(=O)N([C@@H](C)CO)C[C@H]1C
→ 0.4	-14.5	5.6	0.3	-6.0[16.7 µM]	-4.2	·	-7.2
NC(=S)NNC(=O)c1ccccc1Cl
→ ·	9.7	·	-1.4	·	2.5	7.2	6.8
O=C(COc1ccccc1)N1CCc2ccccc2C1
→ -0.7	-21.4	-6.1	·	-2.4	·	1.9	·
CCOc1ccccc1NC(=O)c1sc2nc(C)nc(N3CCOCC3)c2c1C
→ 1.6	-14.5	·	-2.4	-9.1	-10.9	-0.6	-6.3
COc1ccc(-c2csc(C(O)c3ccc(F)c(OC)c3)n2)cc1 (configuration not stated)
→ -0.8	5.1	2.3	6.6	6.3	-8.8	·	3.0
CCCn1c(=N)c(S(=O)(=O)c2ccc(F)cc2)cc2c(=O)n3cccc(C)c3nc21
→ 4.3	-11.0	-0.6	0.9	3.1	-20.5	-15.4	-2.7

Screening results (PubChem)
